Bioassay records deposited in PubChem by National Center for Advancing Translational Sciences (NCATS).
KB-V1 cytotox – qHTS assay for MDR1-selective chemotherapeutics: Primary screen using the drug-selected MDR subline cells KB-V1; KB-V1 MDR cells viability, CellTiter-Glo, 72 h; 3.4% of 400,000 active; AID 1347076, 2019; Potency, µM (doses to about 46.1 µM), for inactives: at the highest dose activity change, negative = cytotoxicity, usual class: cytotoxic; also: potency is read from the fitted curve at half-maximal effect; % is scaled to controls: 0 for no effect and ±100 for the full control effect; nearly all actives have a fitted effect of over 60% in size
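KB-V1, DMEM (no phenol red) + 10% FBS; cpd pin-transferred, titration series; 72 h, 37 degrees C; CellTiter-Glo, luminescence. Data normalized, curve-fit.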
HT1080-NT tox – qHTS for induction of synthetic lethality in tumor cells producing 2HG: qHTS for the HT-1080-NT fibrosarcoma cell line; Potency, µM (series often up to 46.1 µM), inactives show top-dose activity, negative = less viability, actives largely listed as cytotoxic; AID 686970, 2013; HT-1080-NT fibrosarcoma viability, CellTiter-Glo ATP luminescence, 48 h; 1.6% of 360,000 active;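 also: NT is the 2HG producing partner of a matched IDH1 knockdown line; potency is read from the fitted curve at half-maximal effect; 0% = DMSO-treated cells and -100% = media-only wells without cells; nearly all actives have a fitted effect of over 55% in size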
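HT-1080-NT fibrosarcoma cells (2HG-overproducing), 750 cells/well in RPMI with 5% FBS, dosed after 2 h and incubated 48 h at 37C. CellTiter-Glo luminescence normalized to DMSO and no-cell wells; concentration-response curves fitted and classed.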
SW480 rerep – A quantitative high throughput screen for small molecules that induce DNA re-replication in SW480 colon adenocarcinoma cells | SW480 DNA re-replication, Hoechst DNA content imaging, 48 h | 1.8% of 340,000 active | Potency, µM (highest dose often 46.1 µM), for the others: at the highest dose re-replication activation, hits mostly activators | AID 624297, 2012; also: potency is read from the fitted curve at half-maximal effect; % of control where 0% means no effect; nearly all actives have a fitted effect of over 55% in size
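Cells (250 per well) received 23 nL compound or DMSO by pin tool and were kept 48 hr at 37 C, 5% CO2. Nuclei were then stained with Hoechst for 40 min and scanned for DNA content.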
HT1080 IDH1KD tx – qHTS for induction of synthetic lethality in tumor cells producing 2HG: qHTS for the HT-1080-IDH1KD cell line; HT-1080 IDH1 knockdown viability, ATP luminescence, 48 h; Potency, µM (top dose mostly 46.1 µM), for the others: at the highest dose activity, negative = toxicity, usual class: cytotoxic; 2% of 360,000 active;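 also: potency is read from the fitted curve at half-maximal effect; 0% = DMSO wells and -100% = cell-free medium wells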
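After a 2 h attachment period, IDH1KD HT-1080 cells took pin-transferred compound for 48 h at 37 °C; ATP-based luminescence after 10 min room-temperature reagent incubation reported viability.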
ATXN2 expr inh – Primary qHTS for Inhibitors of ATXN expression. Potency, µM (series often up to 57 µM), without a hit: top-dose activity change, negative = inhibition, hits mostly inhibitors. AID 1745845, 2022. 0.72% of 360,000 active. HEK-293 ATXN2-luciferase reporter, luminescence, 24 h; also: potency is read from the fitted curve at half-maximal effect; % is scaled to controls: 0 for no effect and ±100 for the full control effect; nearly all actives have a fitted effect of over 55% in size
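qHTS (up to 57 uM final) was run with 24 h compound exposure of reporter cells at 37 °C. Each well was multiplexed: SteadyGlo luminescence measured ATXN2-luciferase expression after a fluorogenic Gly-Phe-AFC viability readout (25 uM final).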
MCF10A rereplic – A quantitative high throughput screen for small molecules that induce DNA re-replication in MCF 10a normal breast cells; MCF 10A DNA re-replication, Hoechst nuclear intensity, 48 h; AID 624296, 2012; 2.9% of 350,000 active; Potency, µM (highest dose often 46.1 µM), for inactives: at the highest dose activity, positive = re-replication, usual class: activators; also: potency is read from the fitted curve at half-maximal effect; % of control where 0% means no effect; nearly all actives have a fitted effect of over 50% in size
S2 tox – Viability Counterscreen for Primary qHTS for Inhibitors of ATXN expression | 0.49% of 400,000 active | AID 651635, 2014 | Potency, µM (doses to about 56.7 µM), hits mostly cytotoxic | S2 cells (HEK-293 line with an ATXN2-luciferase reporter) viability, CellTiter-Fluor protease fluorescence, 24 h; also: potency is read from the fitted curve at half-maximal effect; nearly all actives have a fitted effect of over 40% in size
IL1B secr inh – qHTS for Inhibitors of Inflammasome Signaling: IL-1-beta AlphaLISA Primary Screen. THP-1 LPS/ATP IL-1B secretion, AlphaLISA, 16 h; hits give low values. activity change, % at 57.5 µM. 4.7% of 360,000 active. AID 743279, 2014; in the data active = activity change below about -50%; inconclusive = mostly about -30% to -49%; also: % is scaled to controls: 0 for no effect and ±100 for the full control effect
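THP-1 cells pretreated 1 hr with compounds (up to 57.5 uM final), then stimulated with LPS (250 ng/mL final) plus ATP (1.25 mM final); secreted IL-1B measured by AlphaLISA after 16 hr, decreased signal indicating inhibition.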
KB-3-1 cytotox – qHTS assay for MDR1-selective chemotherapeutics: Primary screen using the parental adenocarcinoma cell KB-3-1. KB-3-1 viability, CellTiter-Glo ATP luminescence, 72 h. Potency, µM (highest dose often 46.1 µM), inactives show at the highest dose activity change, negative = cytotoxic, most hits filed as cytotoxic. 1.4% of 400,000 active. AID 1347075, 2019; also: potency is read from the fitted curve at half-maximal effect; % is scaled to controls: 0 for no effect and ±100 for the full control effect; nearly all actives have a fitted effect of over 60% in size
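72 h, 37 °C compound treatment of KB-3-1 parental cells; CellTiter-Glo added, 10 min, luminescence read. Data corrected against DMSO-only plates and normalized before curve fitting.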
Active calls of the source: *; i = inactive; ? = inconclusive; nt = not tested or not shown; & = joins results of further samples; [ ] = remark or other dose. Unless noted, calls follow the shape of the dose curve; as a rule, active = well fitted curve in the direction sought with a large enough effect; inconclusive = small, poorly fitted or top-dose-only effect, or another doubt; inactive = no such curve, though single readings can be large; an effect the other way counts as inactive or inconclusive. Only part of the results is shown. The share of hits here may be higher or lower than overall.

SMILES | KB-V1 cytotox | HT1080-NT tox | SW480 rerep | HT1080 IDH1KD tx | ATXN2 expr inh | MCF10A rereplic | S2 tox | IL1B secr inh | KB-3-1 cytotox
O=C(C1c2ccccc2C(=O)N2CCc3ccccc3C12)N1CCC2(CC1)OCCO2 (configuration not stated) | 10% | 19% | -2% | 27% | 2% | -3% | ? | 8 | 2%
C[C@@]12C(=O)N(Cc3ccco3)CC(=O)N1[C@H]1c3ccccc3OC[C@@H]1[C@@H]2c1ccccc1 | -1% | -6% | -1% | -4% | 0% | -15% | i | -27 | -2%
CCCCCn1c(=O)c(C(=O)Nc2ncccc2C)c(O)c2ccccc21 | 5.2µM* | 18µM* | ? | 21µM* | -6% | 2% | i | 4 | 0%
CNC(=O)Oc1ccc(-c2cn3cc(Cl)ccc3n2)cc1 | ? | -1% | 4% | -16% | 7% | ? | ? | ? | 0%
Cc1ccccc1-n1c(O)c(C(c2ccncc2)c2c(O)n(-c3ccccc3C)c(=O)[nH]c2=O)c(=O)[nH]c1=O | 4%&5% | 17%&-2% | -14%&-15% | 7%&8% | -8%&5% | -9%&4% | i | 24&-4 | 6%&-17%
OCc1cccc[n+]1CCc1ccccc1 | 15% | -4% | -118%[inhibitor] | -4% | 3% | -1% | i | 27 | -18%
Cc1cc(/C=C2/C(=O)NC(=O)N(c3ccccc3)C2=O)c(C)n1-c1ccc(F)cc1 | -12% | 0% | -152%[inhibitor] | -6% | -7% | -6% | i | 4 | 11%
CC1(C)N(O)C2CCCCC2N1O (configuration not stated) | 6% | 5% | -1% | 2%[9.24 µM] | -11% | 10% | i | 30 | 16%
Cc1cc(N2CCCC2)ccc1C=C(C#N)C#N | -8% | -1% | -14% | 6% | -3%[11.3 µM] | 0% | i | 17 | -11%
COC(=O)C1=C(c2cccc(OCc3ccccc3)c2)C[C@@H]2CC[C@H]1N2C(=O)NCc1ccc(C(C)(C)C)cc1 | -19% | -4% | -11% | 1% | -9% | ? | i | -16 | -28%
COC(=O)C(O)(c1ccc(N=Cc2ccccc2O)c(C)c1)C(F)(F)F (configuration not stated) | 15% | 10% | -5% | 1% | 11% | 18% | i | -5 | 11%
CCc1cccc(NC(=O)C2CCN(S(=O)(=O)c3ccc(Br)s3)CC2)c1 | ? | nt | nt | nt | -34% | nt | ? | nt | -1%
Cc1ccc(NC(=O)c2ncn(CCCNCCN3CCOCC3)n2)cc1C | -1% | -4% | ? | -1% | 0% | ? | i | -2 | 0%
Cc1cccn2c(=O)c(/C=C(\C#N)c3nc4ccccc4s3)c(Oc3ccc(F)cc3)nc12 | 10% | nt | nt | nt | 0% | nt | ? | nt | ?
CC(NCc1ccccc1Cl)C(O)c1ccccc1 (configuration not stated) | ? | -11% | -3% | -6% | 7% | -21% | i | -11 | 5%
CCCNC(=O)Cn1cnc2sc(C(=O)N3CCC4(CC3)OCCO4)c(C)c2c1=O | 15% | 6% | 23% | 4% | -4% | -1% | i | 4 | -3%
CCOC(=O)c1cccc(NC(=O)c2cc(S(=O)(=O)N3CCCC(C)C3)cn2C)c1 (configuration not stated) | ? | nt | nt | nt | -15% | nt | ? | nt | -10%
Cc1cccc(C)c1-n1nnnc1C(c1cccc2ccccc12)N1CCC2(CC1)C(=O)NCN2c1ccccc1 (configuration not stated) | ? | 4% | nt | 0% | 7% | nt | i | 6 | -9%
OC1/C(=C/c2ccc(Cl)cc2Cl)N2CCC1CC2 (configuration not stated) | -11% | -14% | 0% | -3% | -13% | 1% | i | -5 | -2%
CC(C)(C)NC(=O)CSc1nc(-c2ccccc2)c(-c2ccccc2)[nH]1 | -1% | ? | -3% | ? | -22% | -4% | i | -23 | -4%

Exported comma-delimited: seven of the compounds above.
compound,KB-V1 cytotox,HT1080-NT tox,SW480 rerep,HT1080 IDH1KD tx,ATXN2 expr inh,MCF10A rereplic,S2 tox,IL1B secr inh,KB-3-1 cytotox
Cc1cccn2c(=O)c(/C=C(\C#N)c3nc4ccccc4s3)c(Oc3ccc(F)cc3)nc12,10%,nt,nt,nt,0%,nt,?,nt,?
CC(NCc1ccccc1Cl)C(O)c1ccccc1 (configuration not stated),?,-11%,-3%,-6%,7%,-21%,i,-11,5%
CCCNC(=O)Cn1cnc2sc(C(=O)N3CCC4(CC3)OCCO4)c(C)c2c1=O,15%,6%,23%,4%,-4%,-1%,i,4,-3%
CCOC(=O)c1cccc(NC(=O)c2cc(S(=O)(=O)N3CCCC(C)C3)cn2C)c1 (configuration not stated),?,nt,nt,nt,-15%,nt,?,nt,-10%
Cc1cccc(C)c1-n1nnnc1C(c1cccc2ccccc12)N1CCC2(CC1)C(=O)NCN2c1ccccc1 (configuration not stated),?,4%,nt,0%,7%,nt,i,6,-9%
OC1/C(=C/c2ccc(Cl)cc2Cl)N2CCC1CC2 (configuration not stated),-11%,-14%,0%,-3%,-13%,1%,i,-5,-2%
CC(C)(C)NC(=O)CSc1nc(-c2ccccc2)c(-c2ccccc2)[nH]1,-1%,?,-3%,?,-22%,-4%,i,-23,-4%

The list goes on.
SMILES | KB-V1 cytotox | HT1080-NT tox | SW480 rerep | HT1080 IDH1KD tx | ATXN2 expr inh | MCF10A rereplic | S2 tox | IL1B secr inh | KB-3-1 cytotox
O=C(Nc1ccc(F)cc1)N1Cc2ccccc2-n2nncc2C1 | 0% | -2% | nt | 0% | 4% | nt | i | -2 | -6%
CC1(O)CCC2C3CCC4=CC(=O)CCC4=C3C=CC21C (configuration not stated) | 9.2µM* | -3% | 4% | ? | 4% | ? | i | 20 | ?
Cc1ccccc1N1C(=O)NC(=O)/C(=C\c2cc(Br)c(N3CCOCC3)o2)C1=O | -11% | 1% | ? | -2% | -23% | 7.3µM* | i | -103* | 12%
CN(C)CC1CSCCC1(O)c1ccccc1Cl (configuration not stated) | -1% | 5% | 1%[9.22 µM] | 7% | -7% | 0% | i | -13 | 12%
CC(=NCc1ccco1)c1c(O)n(-c2ccccc2)c(=O)[nH]c1=O | ? | 0% | -2% | 4% | -5% | 1% | i | -2 | -18%
CN1CCC(N(C)Cc2cccnc2)CC1 | -1% | -3% | -3% | -6% | -5% | -2% | ? | 28 | -12%
COc1ccc(C(=O)CC(c2ccc3c(c2)OCO3)c2c(O)c3ccccc3oc2=O)cc1OC (configuration not stated) | -10% | -9% | nt | 5% | nt | nt | i | -28 | -1%
COc1ccc(/C=C/C(=O)NC(=S)N2C[C@H]3C[C@H](C2)c2cccc(=O)n2C3)cc1 | 18% | 8% | 5% | 8% | 14% | ? | i | 6 | 0%
Nc1ccc(S(=O)(=O)N2CC3CC(C2)c2cccc(=O)n2C3)cc1 (configuration not stated) | 16% | 2% | 6% | 0% | -5% | 6% | i | 7 | -1%
Cc1ccc(N)c(C(=O)c2ccc(Br)cc2)c1 | 25% | -26% | -1% | -16% | -1% | 5% | i | -1 | 1%
CCc1ccc(NP(=O)(Oc2ccccc2F)Oc2ccccc2F)cc1 | -24% | 18µM* | 27% | 23µM* | 1% | 22% | i | -102* | -4%
COc1ccc(-n2c(/C=C/c3ccc(O)c(OC)c3)nc3ccccc3c2=O)cc1 | -8% | ? | ? | ? | nt | ? | nt | -67* | -10%
C[C@]12CCC3C(CC[C@H]4C[C@@H](O)CC[C@]34C)C1C[C@@H](O)[C@H]2O (some centres not stated) | 16% | 0% | -21% | 7% | -7% | ? | i | 25 | -1%
COc1ccc(C(=O)OCC(=O)Nc2ccc([N+](=O)[O-])cc2OC)c(O)c1 | -17% | 3% | 18% | 27% | ? | 0% | ? | 16 | -1%
ClC1C(Cl)C(Cl)C(Cl)C(Cl)C1Cl (configuration not stated) | -1%&11% | 23%&1% | -6% | 0%&0% | -9%&-1% | 0% | i | -2&-2 | 0%&0%
C[C@H]1OC[C@@H](C[N+](C)(C)C)O1 | 7% | 28% | -6% | 13% | -6% | ? | i | 15 | 0%
COc1ccc(CN2C(=O)NC(=O)/C(=C\c3ccco3)C2=O)cc1 | 1% | -11% | 16% | -8% | -12% | 5% | i | -9 | 0%
ClCCN1CCN(c2ccnc3cc(Cl)ccc23)CC1 | 0% | -9% | 41% | -9% | -19% | 0% | i | -50* | -19%
CCOC(=O)c1ccccc1NC(=O)c1c(O)[nH]c(=O)[nH]c1=O | 22% | 11% | -6% | 5% | -8% | 4% | i | 7 | 6%
CSc1ccc(C(=O)C2CCCN(C)C2)cc1 (configuration not stated) | 2% | 5% | -1% | 14% | 1% | 6% | i | 3 | -2%
Cc1ccc2oc(-c3ccc(Cl)cc3)c(O)c(=O)c2c1 | -15% | nt | nt | nt | ? | nt | ? | nt | ?
c1ccc2oc(-c3ccc4c(c3)CNCc3cnnn3-4)cc2c1 | 17% | ? | nt | 27% | 38%[activator] | nt | i | -1 | 0%
CCn1c(=O)n(CC(=O)N2CCC3(CC2)OCCO3)c(=O)c2ccccc21 | -5% | 8% | 0% | 8% | 0% | -2% | i | 9 | -1%
O=C(CCC(=O)N1C[C@H]2C[C@@H](C1)c1cccc(=O)n1C2)NCc1ccccc1 | 0% | 6% | 1% | 12% | 3% | 2% | i | 0 | 0%
CC(=O)C1CCC2C3CC(O)C4CC(O)CCC4(C)C3CCC12C (configuration not stated) | 15% | 9% | 3% | 8% | -3% | -2% | i | -13 | 0%
